Bioassay records from PubChem.
GALR2 antag = GALR2 antagonists in receptor-expressing cells, primary screen | Galanin receptor type 2 (Homo sapiens), O43603 | AID 828, 2007 | 140,000 compounds, 0.39% hits | inhibition, % at 4 µM | antagonist mode; in the data active = inhibition above about 27%;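 note: cells stimulated with galanin 1-16 at roughly its EC80; 0% = agonist challenge control and 100% = basal control without agonist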
Target sequence (O43603 whole entry, looked up): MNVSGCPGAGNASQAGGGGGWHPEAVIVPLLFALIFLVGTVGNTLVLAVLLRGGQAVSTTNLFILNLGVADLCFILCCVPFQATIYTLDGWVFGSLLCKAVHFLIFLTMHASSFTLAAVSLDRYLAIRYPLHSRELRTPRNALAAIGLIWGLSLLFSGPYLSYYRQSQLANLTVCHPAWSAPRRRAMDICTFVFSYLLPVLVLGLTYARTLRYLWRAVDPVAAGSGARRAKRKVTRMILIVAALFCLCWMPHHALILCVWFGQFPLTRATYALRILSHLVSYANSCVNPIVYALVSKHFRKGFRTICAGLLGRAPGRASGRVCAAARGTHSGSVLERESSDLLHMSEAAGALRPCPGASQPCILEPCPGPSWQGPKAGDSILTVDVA
Yeast life ext = compounds extending yeast replicative lifespan, primary screen, S. cerevisiae, OD615; inhibition of the nicotinamide effect, % at 10 µM; 130,000 compounds, 0.68% hits; S. cerevisiae growth with nicotinamide; deaD strain in restrictive glucose medium;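 active = inhibition above a set limit, placed 3 SD over the median of all compounds, cut at about 26% in these data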;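 note: 0% = nicotinamide-treated wells and 100% = cells grown without nicotinamide; some compounds called inactive have numbers as strong as hits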
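Measured by: optical density (absorbance) at 615 nm; System: modified budding yeast, DeaD strain; Medium: restrictive CSMM-D dextrose medium; Timing: 4 h preincubation then 48 h treatment at 30 °C.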
MRP-1 activ = H69AR viability gain despite doxorubicin, primary screen, MRP-1 activator project, H69AR cells, CellTiter-Glo; viability rescue; viability increase, % at 10 µM; 140,000 compounds, 0.61% hits;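 active = viability gain under doxorubicin at or above a set limit, the compound median plus 3 SD, cut at about 4.7% in these data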;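 note: MRP-1 overexpressing cells given doxorubicin 25 µM after compound pretreatment; 18-22 h compound pretreatment then 72 h with doxorubicin before readout; 0% = doxorubicin-only wells and 100% = vehicle-treated cells without doxorubicin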
NPY-Y2 antag = NPY-Y2 receptor antagonists, primary screen, cell-based; NPY-Y2 expressing cells, antagonist mode; inhibition, % at 2.7 µM; 140,000 compounds, 0.99% hits; in the data active = inhibition above about 17%;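 note: 0% = vehicle with agonist challenge and 100% = reference antagonist with challenge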
Target sequence (P49146 whole entry, looked up): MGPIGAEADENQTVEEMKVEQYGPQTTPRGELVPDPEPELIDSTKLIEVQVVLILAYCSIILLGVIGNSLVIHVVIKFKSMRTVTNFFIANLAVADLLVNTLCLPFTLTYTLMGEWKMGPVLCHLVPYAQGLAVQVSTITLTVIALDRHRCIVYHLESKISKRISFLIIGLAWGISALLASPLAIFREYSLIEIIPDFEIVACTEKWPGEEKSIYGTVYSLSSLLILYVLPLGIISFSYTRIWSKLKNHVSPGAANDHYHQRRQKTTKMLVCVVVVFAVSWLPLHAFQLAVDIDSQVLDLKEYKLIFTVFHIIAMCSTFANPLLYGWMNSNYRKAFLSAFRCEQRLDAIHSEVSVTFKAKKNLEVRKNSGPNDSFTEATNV
PTEN del growth = growth suppression of PTEN-null HCT116, primary screen, cell-based, CellTiter-Glo; viability, % at 10 µM; 140,000 compounds, 1.2% hits; HCT116 PTEN-null viability, 60 h; active compounds read low;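 active = viability at or below a set limit, 4 SD under the median of all tested compounds, cut at about 3.7% in these data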;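 note: PTEN knockout HCT116 line with beta catenin targeted HCT116 as companion control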
E-sel TNF inh = E-selectin induction blockers in HUVEC – imaging, immunofluorescence, high content, primary screen. HUVEC TNFa-induced E-selectin immunofluorescence. inhibition, % at 2 µM. 120,000 compounds, 0.71% hits. AID 1246, 2008;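 active = inhibition above the batch mean plus 3 SD, and confirmed as a hit on visual image review, cut at about 43% in these data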;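 note: 0% = TNF-stimulated DMSO wells and 100% = unstimulated control wells; not every result past the cut was called active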
bCat KO growth = primary screen for growth suppressors in beta-catenin knockout HCT116 cells (colon tumor, human) | HCT116 beta-catenin knockout viability, CellTiter-Glo, 60 h; active compounds read low | viability, % at 10 µM | 140,000 compounds, 1.5% hits | AID 818, 2007;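 active = viability at or under a set limit, the compound median less 4 SD, cut at about 6% in these data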;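 note: 0% = Hyamine 1622 control at 20 µM and 100% = untreated cell control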
Phagocytosis inh = inhibitors of macrophage phagocytosis, primary screen, imaging, J774A.1 cells, IgG beads; inhibition, % at 5 µM; J774A.1 macrophage IgG-bead phagocytosis; 110,000 compounds, 0.07% hits;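 active = inhibition above the mean of the plate negative controls plus 5 SD, cut at about 13% in these data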;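 note: phagocytic index as fraction of beads internalized from green versus red external bead signal; plate controls were DMSO negative control for no effect and cytochalasin-D positive control for full effect; some results beyond the cut were filed as inactive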
Measles CPE = compounds protecting cells from measles virus cytopathic effect, primary screen, measles RdRp inhibitor project, single point, MLSMR library, absorbance; Measles virus-infected cells, CPE protection; protection (pct of control), % at 4 µM; 140,000 compounds, 1.5% hits; AID 841, 2007; in the data active = protection mostly above about 24%, no sharp cut-off; inactive = mostly below about 26%; note: some compounds called inactive have numbers as strong as hits
BB579 growth dn = growth inhibitors of yeast BB579 in restrictive medium, primary screen, yeast lifespan-shortening project, S. cerevisiae | OD615, 48 h | 140,000 compounds, 0.51% hits | inhibition, % at 10 µM;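 active = inhibition above a set limit, 3 SD over the mean compound inhibition, cut at about 44% in these data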; note: inactives centre near -24
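System: DeaD yeast strain BB579; buffer or medium: CSMM-D dextrose restrictive medium; technique: OD at 615 nm; schedule: 4 h cell preincubation, 48 h compound exposure, 30 °C humidified; doses: single 10 µM dose; controls: amphotericin B 10 µg/mL, positive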
Starred values were filed as active, the others as inactive; x = not tested or not shown. No enrichment for hits; about 6.3% have a hit in one of these screens.

SMILES	GALR2 antag	Yeast life ext	MRP-1 activ	NPY-Y2 antag	PTEN del growth	E-sel TNF inh	bCat KO growth	Phagocytosis inh	Measles CPE	BB579 growth dn
CC(=O)OC(C(=O)Nc1ccccc1)C(C)S(=O)(=O)c1ccccc1 (stereo not given)	-1	-10	-0.9	1	76	38	84	x	6	-31
O=C(CCCC(=O)NCCc1ccccc1)NCCc1ccccc1	-3	0	-0.8	9	99	-1	98	-2	8	-46
CCCCN(CCCC)CCn1cnc2c([nH]c3ccc(OC)cc32)c1=O	6	-6	-4.3	2	91	x	95	0	4	-23
CCOC(=O)c1cnc(SCC(=O)Nc2ccccc2C(=O)OC)nc1N	-2	x	-3.7	7	72	12	76	x	4	-24
O=C(Nc1cccc(Cl)c1N1CCCCC1)c1ccc(N2CCOCC2)c([N+](=O)[O-])c1	5	4	-1.9	4	16	10	21	-9	7	-33
Cc1ccc(C2NS(=O)(=O)N=C2N)cc1 (stereo not given)	-11	-2	-0.2	-4	100	-43	92	0	2	-43
O=C(Nc1ccccc1)N1CCN(Cc2ccccc2)CC1	4	-11	-0.9	0	91	5	108	0	66*	-23
COc1ccc(/C=C/C(=O)NC(=S)Nc2ccc(C(=O)O)cc2)cc1	-2	-2	-3.4	2	84	-21	80	-5	26	-11
COc1ccc(C(C#N)N2CCCCC2)cc1OC (stereo not given)	1	-25	-1.6	4	93	4	95	1	6	-25
CN(C(=O)c1ccccc1)c1nc2ccccc2s1	2	-7	-1.4	1	69	x	75	2	26	-41
Cc1cc(C(=O)CSc2nnnn2C)c(C)n1CCc1ccc(Cl)cc1	-5	-5	-4.7	6	34	x	35	-1	20	-22
COc1cc(NS(=O)(=O)c2ccc(N/C=C(\C#N)c3nc4ccccc4o3)cc2)nc(OC)n1	14	-2	0.1	0	84	-83	83	-2	6	-43
COc1ccc(/C=N/NC(=S)Nc2ccccc2[N+](=O)[O-])cc1O	1	-5	-3.8	1	53	x	53	x	2	2
CCOC(=O)c1sc(NC(=S)NC(=O)c2ccccc2)c(C(=O)OCC)c1C	7	1	-2.7	2	52	x	52	-9	6	-8
Cc1n[nH]c(C)c1S(=O)(=O)N1CCCC(C(=O)NCc2ccccc2Cl)C1 (stereo not given)	1	15	-2.7	2	89	0	84	-1	1	-41
CCOc1ccc(C(=O)Nc2ccc(NC(=S)NC(=O)CC)cc2)cc1Cl	-8	-4	1.0	1	103	-20	93	-7	19	-30
Nc1nonc1-c1nc2ccccc2n1CC(=O)NC1CCCC1	0	-8	0.4	9	91	-13	87	0	4	-35
CCOc1ccc(S(=O)(=O)Nc2ccccc2C(=O)Nc2ccccc2N2CCOCC2)cc1	-9	18	-0.5	-1	111	-42	100	-1	20	-67
COc1ccc(-n2ncc3c(NC(C)C)ncnc32)cc1	6	-24	-1.5	2	104	0	108	6	24	-15
O=C(CSc1ccc2nnc(-c3ccccc3)n2n1)NCc1ccc2c(c1)OCO2	14	-9	-2.8	4	86	6	86	0	2	28
O=C(Nc1nccs1)c1cccc(S(=O)(=O)N2CCCCC2)c1	7	-15	-2.8	1	82	13	86	-4	9	-23
NC(=O)N1c2ccccc2C=Cc2ccccc21	-24	1	-1.6	0	104	x	98	x	2	-28
CCSCCOC(=O)C1=C(C)N(C)C(=O)NC1c1cc(OC)ccc1OC (stereo not given)	-7	-7	-1.1	2	100	-10	83	-1	7	-22
COc1ccc(OC)c(/C=C/C(=O)N(C)CC(=O)Nc2ccc(C)cc2)c1	-1	0	1.1	3	96	x	81	1	1	-26
CO/N=C/c1ccc(N2CCN(C(=O)c3cccc(C(F)(F)F)c3)CC2)c([N+](=O)[O-])c1	-6	10	-1.3	1	58	x	43	0	4	-30
SMILES	GALR2 antag	Yeast life ext	MRP-1 activ	NPY-Y2 antag	PTEN del growth	E-sel TNF inh	bCat KO growth	Phagocytosis inh	Measles CPE	BB579 growth dn
COc1ccc(C2=NN(C(=O)c3ccc(Cl)c([N+](=O)[O-])c3)C(c3ccccc3)C2)cc1 (stereo not given)	3	-2	-2.1	-1	64	-12	47	-2	5	-27
CN(c1nnc(N)s1)C1CCCCC1	-11	4	-2.2	2	95	-14	89	x	2	-4
CC1CCN(CC(O)COCCOc2ccc(Br)cc2)CC1 (stereo not given)	8	3	-0.1	15	76	-7	73	-6	45	-31
COc1ccc(OC)c(/C=C/C(=O)OCC(=O)Nc2ccc3c(c2)OCCO3)c1	4	0	-1.6	11	62	x	59	-5	x	1
Cc1nn(C(C)(C)C)c(OC(=O)c2cccs2)c1S(=O)(=O)c1ccccc1	-6	12	-1.0	1	90	-6	83	-3	17	-57
COc1ccc(OC)c(-c2cc(C(=O)NCCN3CCOCC3)no2)c1	1	-3	-0.5	0	106	x	101	-2	7	-18
Cc1cc(C)cc(-n2nnc(C(=O)NCc3ccccc3Cl)c2N)c1	-1	-6	0.0	4	101	-5	93	x	10	-13
O=C(CCC(=O)c1ccccc1)NCCc1c[nH]c2ccccc12	3	3	-2.3	7	97	-8	103	-6	8	-43
COc1nc(N)nc(NC23CC4CC(CC(C4)C2)C3)n1	-2	-4	0.2	4	100	-5	95	0	11	-29
COc1ccc(OC)c(-n2c(-c3cc(-c4ccc(F)cc4)n[nH]3)n[nH]c2=S)c1	7	-6	-2.0	2	81	-25	87	4	7	-28
CC(C)OCCCNC(=O)NC12CC3CC(CC(C3)C1)C2	-6	-10	-0.5	2	92	x	101	0	4	-29
O=C(CN1C(=O)COc2ccccc21)NCCN1CCC(Cc2ccccc2)CC1	0	-8	-2.3	6	77	-6	68	0	9	-16
CC(C)NC(=O)CSCc1cccc(Br)c1	-6	-7	0.8	2	88	4	102	-1	1	-57
CCN(CC)CCN1C(=O)c2oc3ccccc3c(=O)c2C1c1cccc(Br)c1 (stereo not given)	-1	-4	-0.6	0	98	1	94	0	28	-17
Cn1c(=O)[nH]c(=O)c2c1nc(Br)n2CCSc1nnnn1-c1ccccc1	5	-14	-2.5	2	89	-21	108	x	28	-34
CC(=O)Nc1ccc(S(=O)(=O)NC(CC(=O)NC2CCCCC2C)C(C)C)cc1 (stereo not given)	-5	-10	-0.3	3	98	x	93	-1	1	2
CC(OC(=O)c1ccccc1Nc1ccc(SC(F)F)cc1)C(N)=O (stereo not given)	8	-6	-1.1	1	69	3	68	-6	7	42
O=C(Oc1ccc(NC2=C(Cl)C(=O)c3ccccc3C2=O)cc1)c1ccc([N+](=O)[O-])cc1	1	3	-4.8	4	1.1*	1	0.9*	x	4	-52
Cc1ccccc1NC(=O)CC1SC(=NC2CCCCC2)NC1=O (stereo not given)	-10	-2	1.2	-1	86	3	90	-2	21	8
Cc1ccc(CNC(=O)CCCNS(=O)(=O)c2cccc3nonc23)cc1	-4	1	-0.2	1	114	-44	106	-4	17	-39
O=S(=O)(Nc1cccnc1)c1ccc(Cl)c(C(F)(F)F)c1	2	3	-1.0	2	99	4	92	-2	14	-27
Cn1c(=O)c(C(=S)NC(=O)C2CC2)c(N)n(Cc2ccccc2)c1=O	-12	-11	-1.2	4	44	-4	32	1	3	-71
Cc1ccc(-n2[nH]c(C)c(C=Nc3ccc4[nH]c(=O)[nH]c4c3)c2=O)cc1	0	-5	-2.3	1	42	-6	44	x	3	-37
CC(C)(C)c1ccc(OCc2ccc(C(=O)N/N=C3\CC4CC=CC34)cc2)cc1 (stereo not given)	2	-3	-4.1	8	52	x	40	-11	4	-19
COC(=O)c1cn(CC(=O)NC2CCCCCC2)c2ccccc12	0	x	-1.1	1	96	19	89	x	8	-21
SMILES	GALR2 antag	Yeast life ext	MRP-1 activ	NPY-Y2 antag	PTEN del growth	E-sel TNF inh	bCat KO growth	Phagocytosis inh	Measles CPE	BB579 growth dn
CC(C)CCNC1=CC(=O)CC(c2ccccc2)C1 (stereo not given)	0	2	-3.4	10	28	-21	35	2	14	-19
O=C(c1c[nH]c2ccc(S(=O)(=O)N3CCC4(CC3)OCCO4)cc2c1=O)N1CCOCC1	-2	-14	-1.4	3	103	13	98	-2	2	-17
COc1ccc(OCCNS(=O)(=O)Cc2ccccc2)cc1	-8	2	-0.9	3	100	23	90	-9	7	-46
Cc1ccc(C)c(C(=O)Nc2c(C(N)=O)oc3ccccc23)c1	-4	-7	-2.1	1	88	x	86	0	15	-33
CC(C)CCC(CCN1CCOCC1)c1ccc2c(c1)OCO2 (stereo not given)	6	-1	-4.6	4	75	x	81	-1	2	-29
Cc1ccc(-n2ccnc2SCC(=O)N(CC(C)C)C2CCS(=O)(=O)C2)c(C)c1 (stereo not given)	-14	-26	-2.0	3	94	23	103	0	8	-19
CCOC(=O)c1sc(N/N=C/c2cccc(C)c2)nc1C	12	-13	0.8	2	79	-37	75	-1	0	-31
COc1ccc(-c2cc(C(F)(F)F)nc(SCC(=O)Nc3ccc4c(c3)OCO4)n2)cc1	-5	-3	-3.9	6	94	-1	89	-8	0	0
CC(=O)Nc1nonc1-n1nnc(C(=O)NCc2ccccc2)c1C	-4	-7	0.0	2	104	-1	102	1	9	-55
CCOc1ccc(NC(=O)c2ccccn2)cc1	3	-4	-1.9	-1	76	19	69	-2	3	3
Nn1c(COc2cccc(Cl)c2)nc2ccccc2c1=O	6	-3	0.3	0	98	8	104	-5	7	-11
Clc1ccc(Cn2nnc(-c3ccccc3)n2)cc1	-5	x	0.5	5	92	-5	100	x	8	-20
CN(C)CCCNCCCNC(=O)c1ccncc1	-1	-2	0.6	0	94	-6	98	-5	1	16
Cc1cccn2c(=O)c(/C=N/O)c(N3CCCC3)nc12	-3	-12	-1.8	0	89	-6	101	x	1	-50
C=CCNC(=O)c1cccc(C(F)(F)F)c1	-3	-6	-1.5	4	91	-29	88	-3	19	-19
Cc1nn(C)cc1C(C(=O)NC1CCCCC1)N(C(=O)c1cnccn1)c1ccc(Oc2ccccc2)cc1 (stereo not given)	7	17	-0.6	2	104	-12	96	-11	1	-45
CCCc1cc(=O)[nH]c(SCC(=O)c2c(N)n(C)c(=O)n(C)c2=O)n1	-4	-4	0.1	1	102	x	94	1	6	-23
Cc1ccc(-c2nnn(CC(=O)N3CCC(C)CC3)n2)o1	-2	-2	-2.2	4	86	11	82	0	13	-35
COc1cc2c(cc1OC)C(c1cccs1)CC(=O)N2 (stereo not given)	-8	-9	-2.1	4	108	14	104	0	25	-28
